# Screening data deposited in PubChem by several laboratories.
# FBA Mtb inh: inhibitors of M. tuberculosis fructose-bisphosphate aldolase | 360,000 compounds, 2.3% hits | P9WQA3 | purified M. tuberculosis FBA, fluorescence read-out | inhibition, % at 1 µM; in the data active = inhibition above about 27%;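 note: 0% = vehicle and 100% = reference inhibitor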
# Target sequence (P9WQA3 whole entry, looked up): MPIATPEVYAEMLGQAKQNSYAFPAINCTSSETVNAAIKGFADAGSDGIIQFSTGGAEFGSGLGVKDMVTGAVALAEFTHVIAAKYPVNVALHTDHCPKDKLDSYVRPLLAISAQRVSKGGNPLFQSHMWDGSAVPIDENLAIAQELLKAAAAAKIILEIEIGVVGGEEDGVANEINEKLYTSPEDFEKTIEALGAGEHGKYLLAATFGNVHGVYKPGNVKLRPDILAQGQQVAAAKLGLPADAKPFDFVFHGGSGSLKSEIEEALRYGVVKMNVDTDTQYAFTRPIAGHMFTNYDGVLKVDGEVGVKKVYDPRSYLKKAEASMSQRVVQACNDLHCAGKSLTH
# BH1578 lux ind: induces V. cholerae light production without autoinducers; activation, % at 18.7 µM; V. cholerae BH1578 lux reporter, luminescence, 6 h; 350,000 compounds, 0.16% hits; AID 588436; in the data active = activation mostly above about 9.7%, no sharp cut-off; note: not every result past the cut was called active; inactives centre near 0; reference of the scale not given here
# PfHsp40 rescue: rescue of PfHsp40-mediated yeast toxicity. S. cerevisiae expressing PfHsp40, growth rescue, ATP luminescence. growth rescue, % at 12.5 µM. 340,000 compounds, 0.68% hits; in the data active = growth rescue above about 28%, passing the limit was not always enough;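 note: yeast W303a lacking pdr1 and pdr3 grown in galactose medium; growth measured after three days at 30 °C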
# TcdB inh: inhibitors of Clostridioides difficile toxin B glycohydrolase; P18177; TcdB glycohydrolase enzymatic assay, plate reader; inhibition, % at 9.99 µM; 350,000 compounds, 0.24% hits; in the data active = inhibition above about 10%
# Y pestis TopoI: inhibitors of Yersinia pestis topoisomerase I | Y. pestis Topo-I cleavage product accumulation, plate reader | activity, % at 10 µM | 360,000 compounds, 0.064% hits; in the data active = activity above about 50%, passing the limit was not always enough; note: inactives centre near 2
# Mtb UGM inh: blocks M. tuberculosis UGM enzyme; P9WIQ1; purified UGM, fluorescence polarization probe displacement; inhibition, % at 10 µM; 320,000 compounds, 0.06% hits; in the data active = inhibition above about 10%, passing the limit was not always enough
# Target sequence (P9WIQ1 whole entry, looked up): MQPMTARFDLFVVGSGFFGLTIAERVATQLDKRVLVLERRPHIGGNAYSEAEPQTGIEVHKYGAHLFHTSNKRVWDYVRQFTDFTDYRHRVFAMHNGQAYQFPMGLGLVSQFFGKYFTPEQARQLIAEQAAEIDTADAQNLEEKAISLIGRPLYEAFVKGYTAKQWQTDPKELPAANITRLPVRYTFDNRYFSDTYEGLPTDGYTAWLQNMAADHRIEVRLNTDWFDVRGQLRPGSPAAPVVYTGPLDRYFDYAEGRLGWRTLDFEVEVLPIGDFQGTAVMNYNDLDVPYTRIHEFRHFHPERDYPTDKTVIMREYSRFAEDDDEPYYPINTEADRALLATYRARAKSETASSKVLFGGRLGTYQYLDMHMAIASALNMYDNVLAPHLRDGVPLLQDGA
# FadD28 binding: inhibitors of Mycobacterium tuberculosis FadD28 bisubstrate binding; FadD28 bisubstrate probe binding, fluorescence polarization; AID 588549; 360,000 compounds, 0.22% hits; inhibition, % at 12.5 µM; in the data active = inhibition above about 8.5%, passing the limit was not always enough
# BioA inh: blocks M. tuberculosis BioA enzyme activity; purified M. tuberculosis BioA enzyme, plate reader; inhibition, % at 9.99 µM; 360,000 compounds, 0.096% hits; in the data active = inhibition above about 40%
# GDH-TPI inh: GDH-TPI coupled enzyme inhibition counter-screen; GDH-TPI coupled enzyme counterscreen, NADH absorbance; inhibition, % at 4.8 µM; 360,000 compounds, 1.2% hits; in the data active = inhibition above about 30%;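 note: 0% = DMSO wells and 100% = wells lacking the enzyme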
# * = called active by the depositor; i = inactive; · = no result given.
# The opening 15 compounds, to show the layout:
SMILES,FBA Mtb inh,BH1578 lux ind,PfHsp40 rescue,TcdB inh,Y pestis TopoI,Mtb UGM inh,FadD28 binding,BioA inh,GDH-TPI inh
CC1CCN(S(=O)(=O)c2ccccc2)CC1,-1,-0.7,-0.2,0.3,6,3.1,-0.2,0.4,-4
FC(F)(F)c1ccc(Oc2ccc3cc(Br)ccc3c2)nc1,-2,i,-0.8,0.9,4,0.0,1.6,·,1
CCOc1ccc(S(=O)(=O)N2CCC(C(=O)NCCN3CCOCC3)CC2)cc1C,-1,-0.1,-0.3,0.8,2,0.3,0.3,-2.2,5
CC(=O)Nc1ccc(S(=O)(=O)N[C@@H](C)C(=O)OCC(=O)c2ccc(Br)s2)cc1,-3,-1.0,·,0.7,-4,·,-5.2,0.4,-4
N#Cc1cccc(C#N)c1Oc1ccc(N)cc1,0,i,-0.5,0.7,-2,2.8,-1.4,-2.2,2
Cc1ccccc1SCC(=O)OCC(=O)N(C)c1c(N)n(Cc2ccccc2)c(=O)[nH]c1=O,4,i,15,-0.5,4,·,-2.2,0.2,4
Cc1ccc(NC(=O)/C=C/c2ccc([N+](=O)[O-])s2)c(C)c1,2,-0.2,8.6,1.7,-13,-0.4,-0.5,·,8
CCOc1ccc(CSC(=N)N)cc1Cl,-1,0.2,-0.9,0.4,1,1.5,-2.0,0.7,20
CCOC(=O)C1CCN(C(=O)c2cc(S(=O)(=O)N(C)C)ccc2N2CCCC2)CC1,6,0.3,0.0,-3.0,3,2.8,·,-1.8,7
C(=N\NC1=NCCN1)/c1ccncc1,-1,i,-0.4,1.5,7,-1.0,-2.4,-0.8,10
CC(NC(=O)c1ccc(F)cc1)c1ccc2c(c1)CCCC2 (configuration not stated),3,i,0.2,·,20,1.2,-5.6,·,1
CCCCNC(=O)c1ccc2c(c1)S(=O)(=O)c1ccccc1C2=O,1,-0.4,0.2,-0.6,6,0.3,0.6,0.4,13
O=C(COC(=O)c1cccnc1Cl)Nc1ccc(N2CCCCC2)cc1,1,i,0.3,0.5,-2,-2.4,2.5,3.3,-3
C=CCOc1ccccc1CNc1ccc2[nH]c(=O)[nH]c2c1,10,i,1.0,7.7,-6,-3.6,0.7,3.1,1
Cc1c(C(=O)C(=O)NCC2CCCO2)c2ccccc2n1C (configuration not stated),-2,-0.2,0.1,-0.4,6,5.5,-1.7,0.2,26

# The whole of this part, from the start:
SMILES,FBA Mtb inh,BH1578 lux ind,PfHsp40 rescue,TcdB inh,Y pestis TopoI,Mtb UGM inh,FadD28 binding,BioA inh,GDH-TPI inh
CC1CCN(S(=O)(=O)c2ccccc2)CC1,-1,-0.7,-0.2,0.3,6,3.1,-0.2,0.4,-4
FC(F)(F)c1ccc(Oc2ccc3cc(Br)ccc3c2)nc1,-2,i,-0.8,0.9,4,0.0,1.6,·,1
CCOc1ccc(S(=O)(=O)N2CCC(C(=O)NCCN3CCOCC3)CC2)cc1C,-1,-0.1,-0.3,0.8,2,0.3,0.3,-2.2,5
CC(=O)Nc1ccc(S(=O)(=O)N[C@@H](C)C(=O)OCC(=O)c2ccc(Br)s2)cc1,-3,-1.0,·,0.7,-4,·,-5.2,0.4,-4
N#Cc1cccc(C#N)c1Oc1ccc(N)cc1,0,i,-0.5,0.7,-2,2.8,-1.4,-2.2,2
Cc1ccccc1SCC(=O)OCC(=O)N(C)c1c(N)n(Cc2ccccc2)c(=O)[nH]c1=O,4,i,15,-0.5,4,·,-2.2,0.2,4
Cc1ccc(NC(=O)/C=C/c2ccc([N+](=O)[O-])s2)c(C)c1,2,-0.2,8.6,1.7,-13,-0.4,-0.5,·,8
CCOc1ccc(CSC(=N)N)cc1Cl,-1,0.2,-0.9,0.4,1,1.5,-2.0,0.7,20
CCOC(=O)C1CCN(C(=O)c2cc(S(=O)(=O)N(C)C)ccc2N2CCCC2)CC1,6,0.3,0.0,-3.0,3,2.8,·,-1.8,7
C(=N\NC1=NCCN1)/c1ccncc1,-1,i,-0.4,1.5,7,-1.0,-2.4,-0.8,10
CC(NC(=O)c1ccc(F)cc1)c1ccc2c(c1)CCCC2 (configuration not stated),3,i,0.2,·,20,1.2,-5.6,·,1
CCCCNC(=O)c1ccc2c(c1)S(=O)(=O)c1ccccc1C2=O,1,-0.4,0.2,-0.6,6,0.3,0.6,0.4,13
O=C(COC(=O)c1cccnc1Cl)Nc1ccc(N2CCCCC2)cc1,1,i,0.3,0.5,-2,-2.4,2.5,3.3,-3
C=CCOc1ccccc1CNc1ccc2[nH]c(=O)[nH]c2c1,10,i,1.0,7.7,-6,-3.6,0.7,3.1,1
Cc1c(C(=O)C(=O)NCC2CCCO2)c2ccccc2n1C (configuration not stated),-2,-0.2,0.1,-0.4,6,5.5,-1.7,0.2,26
COc1ccc(S(=O)(=O)n2cccc2)c(OC)c1,0,-3.8,-0.7,0.4,1,2.5,-3.7,-0.6,-5
O=C(Nc1ccc(C(=O)N2CCOCC2)cc1)C1CC1,3,i,-0.2,-1.1,-3,·,-1.3,0.9,15
CCOc1ccc(N(CC(=O)N2CCN(c3ccccc3OC)CC2)S(=O)(=O)c2ccc(C)cc2)cc1,0,-0.2,1.7,1.3,27,·,-2.8,-1.6,-1
O=S(=O)(Nc1cccc(-c2nc3cccnc3s2)c1)c1ccc2c(c1)OCCO2,15,i,0.1,1.8,-3,-0.1,1.4,-1.0,4
O=C(Nc1ccc(Oc2ccccc2)cc1)C1CC1,0,-1.1,-0.7,0.6,7,-3.3,-2.9,·,2
Nc1c(C(=O)CSc2n[nH]c(-c3ccccc3)n2)c(=O)[nH]c(=O)n1C1CC1,6,i,0.0,-1.7,0,·,-2.1,-1.1,5
Cc1cccc(NC(=O)CSc2nc(N)c(NC(=O)c3cccs3)c(=O)[nH]2)c1C,4,-0.2,0.1,0.8,4,-4.9,-0.4,0.1,-1
CN(C)CCCNCCCNC(=O)c1ccccn1,0,-1.4,0.2,·,-1,0.1,-1.4,-2.6,-1
COc1ccccc1NC(=O)c1ccc(CSc2ccccc2)o1,2,-2.9,0.6,3.1,-4,0.3,-0.7,-0.8,3
COc1ccc(NS(=O)(=O)/C=C/c2ccc(OC)c(OC)c2)cc1,-1,i,8.6,-4.4,-9,-1.7,-1.4,·,9

# Random excerpt: 2 entries already listed, in no set order.
SMILES,FBA Mtb inh,BH1578 lux ind,PfHsp40 rescue,TcdB inh,Y pestis TopoI,Mtb UGM inh,FadD28 binding,BioA inh,GDH-TPI inh
CCOC(=O)C1CCN(C(=O)c2cc(S(=O)(=O)N(C)C)ccc2N2CCCC2)CC1,6,0.3,0.0,-3.0,3,2.8,·,-1.8,7
CC(NC(=O)c1ccc(F)cc1)c1ccc2c(c1)CCCC2 (configuration not stated),3,i,0.2,·,20,1.2,-5.6,·,1

# The results go on:
SMILES,FBA Mtb inh,BH1578 lux ind,PfHsp40 rescue,TcdB inh,Y pestis TopoI,Mtb UGM inh,FadD28 binding,BioA inh,GDH-TPI inh
O=C(Nc1ccc(N2C(=O)C3CCCCC3C2=O)cc1Cl)c1cccs1 (configuration not stated),1,i,1.4,-0.1,7,-1.3,-1.4,·,-3
O=c1oc(/C=C/c2ccccc2)nc2sc3c(c12)CCC3,5,i,9.6,·,-4,2.9,0.1,-1.9,1
COCCNc1oc(/C=C/c2cccc(OC)c2)nc1S(=O)(=O)c1ccccc1,47*,-0.3,·,0.8,26,·,-0.5,2.3,32*
O=C(C1CCN(S(=O)(=O)c2ccc(Br)s2)CC1)N1CCN(c2ccccc2)CC1,-1,-3.6,1.7,-0.5,40,-1.7,-0.7,-1.0,-5
CCN(Cc1ccncc1)C(=S)Nc1ccccc1,2,-0.3,0.2,-0.2,3,2.1,-5.2,0.5,11
COC(=O)c1ccc(NC(C)C(=O)OC)c([N+](=O)[O-])c1 (configuration not stated),-3,-0.3,0.3,·,2,0.7,-1.3,·,4
CCOc1ccc(N2C(=O)/C(=C\c3ccc(O)c(OC)c3)S(=O)(=O)C2c2cccc([N+](=O)[O-])c2)cc1 (configuration not stated),-16,-0.9,0.4,0.6,-11,1.0,-3.6,0.4,10
COc1ccc(NC(=O)NCc2cccnc2)c(OC)c1,2,-0.4,-0.3,1.4,-2,0.8,-0.9,-1.2,10
Cc1nnsc1Sc1ccccc1,0,-0.3,-0.3,0.4,10,-1.2,-4.1,0.6,-3
O=C(CN1C(=O)c2ccccc2C1=O)Nc1ccc(-c2nc3ccccc3o2)cc1,3,-2.0,0.5,·,-3,-1.6,-0.4,-1.7,5
COc1ccc(CCNC(=O)c2ccc(NC(=O)CC3SC(N4CCCCC4)=NC3=O)cc2)cc1OC (configuration not stated),2,-0.9,0.3,-2.2,5,·,-1.0,-1.6,-7
COc1cccc(CNC(=O)CCC2CCCN(C3CCOCC3)C2)c1 (configuration not stated),1,-0.4,-0.4,·,11,-6.0,-0.2,·,1
CC(=O)N1c2ccc(S(=O)(=O)N3CCCC3C(=O)NCc3ccc(Cl)cc3)cc2CC1C (configuration not stated),2,-0.4,0.6,0.9,14,3.7,-1.6,-0.9,4
COc1ccc(/C=C/C(=O)Nc2ccccc2)cc1S(=O)(=O)N1CCOCC1,-3,2.4,1.3,0.5,5,0.5,-5.0,·,17
CC(C)NC(=O)COc1ccc(Cl)cc1Cl,3,-1.2,-0.1,·,4,-0.3,-1.8,·,7
CCOc1ccc(N(C)S(=O)(=O)c2c[nH]c(C(=O)OC)c2)cc1,-2,3.1,0.0,0.5,3,-1.8,-4.3,2.5,3
COc1ccc(C(=O)Nc2ccc(CN3CCOCC3)cc2)cc1,5,0.9,-0.5,·,-8,-0.6,-0.4,2.7,-2
Cc1ccccc1C(=O)Nc1nnc(S(=O)(=O)N2CCCCC2)s1,2,0.7,-0.4,1.0,6,-0.4,-0.6,0.4,9
Cc1cc(/C=C2/C(=O)NC(=O)N(c3ccc(Br)cc3)C2=O)c(C)n1C,-2,-0.8,5.3,0.8,2,-0.2,-2.0,-0.6,12
COc1ccc(-n2nc(C(=O)NCC(=O)NCCCN3CCOCC3)c3ccccc3c2=O)c(OC)c1,2,0.2,1.3,0.5,-8,1.1,-1.8,-2.7,2
CC(C)(C)c1ccc(S(=O)(=O)N2CCC(O)(c3ccc(Cl)cc3)CC2)cc1,-1,-0.5,10,0.1,34,5.3,-2.9,·,-5
Cc1ccc(C(=O)N/N=C/c2ccoc2)cc1C,4,-0.5,1.4,1.1,-2,1.0,2.3,49*,2
ClC1=C(Cl)C(Cl)=C(Cl)C1=C/C=C/c1ccccc1,-4,-0.4,0.9,0.9,-1,-4.4,-2.0,-1.4,5
CCC/S(C)=N/S(=O)(=O)c1ccc(C)cc1 (configuration not stated),0,-0.3,-0.6,-0.8,-3,2.1,-0.5,·,3
Cc1cc(NCCN(C)C)n2nc(-c3cccs3)cc2n1,22,-6.7,-0.8,·,-9,-0.5,-1.2,-1.1,9
# New compounds follow:
SMILES,FBA Mtb inh,BH1578 lux ind,PfHsp40 rescue,TcdB inh,Y pestis TopoI,Mtb UGM inh,FadD28 binding,BioA inh,GDH-TPI inh
O=C(N/N=C/c1ccc([N+](=O)[O-])cc1)c1cc(C2CC2)[nH]n1,-1,0.8,4.5,0.3,-15,-0.4,-3.3,-0.9,35*
CC(C)C(c1nnnn1C1CCCC1)N1CCOCC1 (configuration not stated),4,i,0.3,·,6,0.9,1.2,-1.6,-7
Cc1ccc(-n2cnc3scc(-c4cccs4)c3c2=O)cc1,2,-0.1,-0.9,·,20,-2.1,-2.3,·,4
Cn1nccc1NC(=O)Nc1ccc(OC(F)(F)F)cc1,0,0.8,0.0,0.8,-3,2.8,-5.5,1.5,-4
O=C(NCC(c1ccco1)N1CCCCC1)c1ccc2c(c1)S(=O)(=O)c1ccccc1C2=O (configuration not stated),3,-0.4,0.3,-2.4,-14,2.4,-1.6,·,-1
Cc1ccc(NC(=S)N2CCN(S(=O)(=O)c3ccccc3)CC2)cc1C,3,i,1.2,1.5,14,0.3,-0.2,-1.1,1
